# Source: PubChem
# MRP reversal: MRP-mediated drug resistance reversal | H69AR cells + 2 uM doxorubicin, CellTiter-Glo, 72 h | differential viability (reversal), % at 10 µM | hit rate 0.04% among 85,000 | AID 602;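 active means viability drop by adding the cancer drug above about 55%, with treated viability meeting a 40% cutoff, limit read from the data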;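 further: viability without doxorubicin minus viability with 2 µM doxorubicin for each compound; larger differential means the compound sensitizes cells more to doxorubicin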
# IL1B NFkB inh: blocks IL-1B driven NFkB nuclear translocation in HUVEC cells. inhibition, % at 2 µM. hit rate 0.43% among 94,000. HUVEC IL-1B NFkB p65 nuclear translocation imaging;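 active means inhibition above about 30% together with a positive call from visual inspection of the well image, limit read from the data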;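 further: nuclear over cytoplasmic p65 intensity ratio measured by imaging; 0% = IL-1B stimulated DMSO wells and 100% = unstimulated DMSO wells; values of inactives mirror those of a sister screen read the other way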
# NFkB transloc pot: enhances IL-1B driven NFkB nuclear translocation; activation, % at 2 µM; hit rate 0.3% among 94,000; AID 819; HUVEC IL-1B NFkB p65 nuclear translocation imaging;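 active means activation above 40%, about the mean plus 3 SD, also judged a hit on visual image review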;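 further: percent activation is computed from the nuclear over cytoplasmic p65 intensity ratio; values of inactives mirror those of a sister screen read the other way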
# PLAP inhibitors HTS: PLAP enzyme inhibitors, biochemical, luminescence, HTS (AID 690). purified PLAP, luminescent substrate; higher % means a stronger effect. hit rate 0.08% among 96,000. inhibition, % at 20 µM; hits with a dose series show IC50 in µM; in the data active means a potency from the dose series; inactive means the rest, 99 in 100 with inhibition below about 30%; further: strong numbers were not always called active
# Bcl-B displacement: displacers of TR3 peptide from Bcl-B, primary screen, selectivity assay for Bfl-1 inhibitor project, biochemical, fluorescence polarization | FP displacement of FITC-TR3 peptide from Bcl-B; higher % means a stronger effect | displacement, % at 20 µM; hits with a dose series show IC50 in µM | AID 748 | hit rate 0.11% among 96,000;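 active means displacement above 50% at 20 µM plus a fluorescence interference ratio under 1.5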;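 further: plate controls were wells without compound for no effect and wells lacking Bcl-B protein for full effect; a part of the inactive calls stands beside numbers as strong as those of hits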
# MRP reversal cytotoxicity: second read-out of MRP reversal, no call of its own (marks repeat the call); viability, %; H69AR cells, CellTiter-Glo, 72 h; measured here: cytotoxicity without doxorubicin
# MRP reversal with doxorubicin: further read-out of MRP reversal, marked with its call; viability, %; measured here: viability with 2 uM doxorubicin; hits give low values
# IL1B NFkB inh cell count 2 µM: further read-out of IL1B NFkB inh, marked with its call; cell count; measured here: cells passing quality filter;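 raw number of nuclei counted in each imaged well without normalization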
# NFkB transloc pot cell count 2 µM: also measured in NFkB transloc pot; calls as there; cell count; measured here: cells passing quality filter
# * marks the source's active call; other numbers are inactive results; nt = not tested or not shown. These rows are one share of the data (hit frequency here may not be typical).
SMILES,MRP reversal,MRP reversal cytotoxicity,MRP reversal with doxorubicin,IL1B NFkB inh,IL1B NFkB inh cell count 2 µM,NFkB transloc pot,NFkB transloc pot cell count 2 µM,PLAP inhibitors HTS,Bcl-B displacement
CCOC(=O)Cc1csc(NC(NC(=O)CC)(C(F)(F)F)C(F)(F)F)n1,0,94,93,-8,91,8,91,-6%,-4%
COc1ccc2cc3cc(C(=O)NCCc4ccc(OC)c(OC)c4)oc3nc2c1,-1,29,30,8,140,-8,140,-33%,-16%
Cc1cccc(C(=O)NC(NCc2ccco2)C(Cl)(Cl)Cl)c1 (centres undefined),nt,nt,nt,7,144,-7,144,-4%,-4%
C=CCOC(=O)C1=C(C)Nc2[nH]c(=O)[nH]c(=O)c2C1c1cccc(OC)c1 (centres undefined),-2,84,86,-23,119,23,119,nt,nt
Fc1ccc(-c2cn3cc(C(F)(F)F)cc(Cl)c3n2)cc1,nt,nt,nt,-5,100,5,100,7%,-1%
COc1ccc(OC)c2c1sc(=NC(=O)c1ccco1)n2C,-14,52,66,0,138,0,138,22%,-10%
O=C1c2ccccc2C(=O)N1CCCc1nc(-c2ccccc2)no1,-7,95,102,4,166,-4,166,-8%,4%
O=C(CCNc1ccccc1)c1ccc2c(c1)OCO2,-3,96,99,-5,83,5,83,17%,9%
Cc1nc2ncccn2c1-c1csc(NCc2ccco2)n1,14,79,65,-17,106,17,106,nt,nt
CCS(=O)(=O)c1ccc2oc(SCC(=O)NC34CC5CC(CC(C5)C3)C4)nc2c1,-2,54,55,-11,172,11,172,-56%,4%
O=S(=O)(c1ccc(Cl)c(Cl)c1)N1CCc2nc3ccccc3n2CC1,nt,nt,nt,1,138,-1,138,-4%,-4%
O=C(CSc1nc(-c2ccco2)cc(C(F)(F)F)n1)Nc1cccnc1,-44,21,64,-8,131,8,131,11%,5%
CCOc1c2ccc(C(=O)NCCCCc3ccccc3)cc2nn1C,nt,nt,nt,3,113,-3,113,-8%,3%
COc1ccc(-n2c(SCC(=O)NCCC(C)C)nc3ccsc3c2=O)cc1,4,86,82,-7,164,7,164,4%,5%
Cc1ccc(-c2ccc(SCC(=O)Nc3nonc3C)nn2)cc1,-5,93,98,-21,158,21,158,15%,-3%
CCOC(=O)C1CCCN(c2c(N3CCC(N4CCCCC4)CC3)c(=O)c2=O)C1 (centres undefined),3,95,92,14,143,-14,143,2%,2%
Cc1ccc(Nc2cc(C)nc3ncnn23)c(Cl)c1,15,85,70,8,68,-8,68,-72%,-4%
COc1ccc2c(c1)NC(=O)CC(c1ccccc1)=N2,-27,72,99,-15,196,15,196,0%,-19%
O=C(CN1CCCCCC1)Nc1cccc(Br)c1,18,98,81,2,220,-3,220,-4%,-12%
O=C(N/N=C/c1ccc(Br)o1)/C(=C/c1ccc([N+](=O)[O-])cc1)NC(=O)c1ccccc1,nt,nt,nt,nt,nt,nt,nt,-42%,-3%

# Single records, from the list above. Screens in order: MRP reversal | MRP reversal cytotoxicity | MRP reversal with doxorubicin | IL1B NFkB inh | IL1B NFkB inh cell count 2 µM | NFkB transloc pot | NFkB transloc pot cell count 2 µM | PLAP inhibitors HTS | Bcl-B displacement
# Cc1cccc(C(=O)NC(NCc2ccco2)C(Cl)(Cl)Cl)c1 (centres undefined) as listed: nt | nt | nt | 7 | 144 | -7 | 144 | -4% | -4%
# O=C(CSc1nc(-c2ccco2)cc(C(F)(F)F)n1)Nc1cccnc1 as listed: -44 | 21 | 64 | -8 | 131 | 8 | 131 | 11% | 5%
# O=C(N/N=C/c1ccc(Br)o1)/C(=C/c1ccc([N+](=O)[O-])cc1)NC(=O)c1ccccc1 as listed: nt | nt | nt | nt | nt | nt | nt | -42% | -3%
# Cc1ccc(Nc2cc(C)nc3ncnn23)c(Cl)c1 as listed: 15 | 85 | 70 | 8 | 68 | -8 | 68 | -72% | -4%
# CCS(=O)(=O)c1ccc2oc(SCC(=O)NC34CC5CC(CC(C5)C3)C4)nc2c1 as listed: -2 | 54 | 55 | -11 | 172 | 11 | 172 | -56% | 4%

# The list continues.
SMILES,MRP reversal,MRP reversal cytotoxicity,MRP reversal with doxorubicin,IL1B NFkB inh,IL1B NFkB inh cell count 2 µM,NFkB transloc pot,NFkB transloc pot cell count 2 µM,PLAP inhibitors HTS,Bcl-B displacement
CCC(=O)N1CCN(c2ccccc2NC(=O)Cc2ccc(Cl)cc2)CC1,7,85,78,-9,158,9,158,-24%,0%
CN(C)C(CNC(=O)c1cccc(S(=O)(=O)N(C)C)c1)c1ccccc1 (centres undefined),nt,nt,nt,-29,176,29,176,-20%,-4%
CCCCOC(=O)Nc1ccc(OC)cc1S(=O)(=O)N1CCOCC1,6,95,89,7,177,-7,177,-42%,-10%
Cc1ccccc1-n1c(=O)c2ccccc2n2nnnc12,nt,nt,nt,6,168,-5,168,11%,-7%
O=C(NCc1ccc2c(c1)OCO2)c1ccc(S(=O)(=O)NCC2CCCO2)cc1 (centres undefined),21,122,102,-10,143,10,143,0%,2%
O=C(CC12CC3CC(CC(C3)C1)C2)N1CCCC1,23,96,73,-22,197,22,197,0%,-8%
COC(=O)c1cnc2c(C(F)(F)F)cccc2c1OC,2,91,89,-9,123,9,123,14%,-10%
Cc1ccc(O)c(C(=O)c2coc(=N)c(C(=O)NC(C)C)c2)c1,nt,nt,nt,18,151,-18,151,-22%,-7%
CC(C)(C)NC(=O)CSc1nc(O)cc(=O)n1-c1ccccc1F,-3,93,96,1,142,-1,142,-41%,-364%
COc1ccc(C2=[N+]([O-])C(C)(C)N(O)C2C)cc1 (centres undefined),-13,97,110,-19,176,19,176,nt,nt
O=C(NC1CCCCC1)N(Cc1nc2ccccc2c(=O)[nH]1)C1CCCC1,-16,64,80,-6,136,6,136,-20%,-8%
CCOc1ccc(NC(=O)c2ccncc2)cc1,6,111,106,-23,98,23,98,-5%,-11%
CC(C)C(=O)Nc1nnc(Cc2ccccc2)s1,9,92,84,-5,136,5,136,6%,6%
CCOC(=O)C1CCN(CC(=O)c2c(C)[nH]c3cc(C)ccc23)CC1,3,82,79,-8,164,8,164,-42%,-1%
NC(=O)c1ccsc1NC(=O)c1cccs1,5,87,82,-18,185,19,185,nt,nt
Cc1ccc2cc(CN(CCN3CCCC3)C(=O)Nc3ccccc3)c(=O)[nH]c2c1C,2,74,73,-22,112,22,112,-44%,8%
Cc1cc(Cl)c(S(=O)(=O)Nc2ccc3c(c2)OCO3)cc1OCC(=O)NC1CCCCC1,3,83,80,5,94,-5,94,-70%,1%
CCOC(=O)c1ccc(CNC(=O)CCC(=O)O)cc1,-11,90,101,1,57,-1,57,-3%,5%
N=c1oc2ccccc2cc1C(=O)N/N=C/c1ccccc1,nt,nt,nt,-3,121,3,121,34%,-3%
CCC(C)SCc1nc2ccccc2[nH]1 (centres undefined),-19,82,101,nt,nt,nt,nt,1%,-16%
CCOC(=O)Nc1cccc(OCC(=O)Nc2ccccc2OC)c1,8,88,80,4,93,-4,93,nt,0%
CCOc1ccc(NCc2cc3c(C(C)(C)C)nn(-c4ccccc4)c3[nH]c2=O)cc1,nt,nt,nt,7,167,-7,167,-63%,-3%
CCOCCCN(C(=O)CNC(=O)c1ccco1)C(C(=O)NC1CCCC1)c1ccccc1C (centres undefined),-1,90,90,nt,nt,nt,nt,14%,-8%
CS(=O)(=O)N(CC(=O)NC1CC2CCC1C2)c1cccc(C(F)(F)F)c1 (centres undefined),9,95,86,-25,149,25,149,-1%,0%
Cc1cc(NC(=O)c2cc(-c3ccco3)on2)no1,nt,nt,nt,2,206,-2,206,8%,-2%
CC1=Nc2cccc3cccc(c23)N1,nt,nt,nt,4,78,-4,78,-10%,3%
Cc1cc2n(n1)C(c1ccccc1Cl)Nc1ccccc1-2 (centres undefined),17,92,76,-9,167,9,167,-55%,-4%
CC1CCC2(CC1)NC(=O)c1ccccc1O2 (centres undefined),-3,94,97,-10,104,10,104,8%,-5%
O=C(Nc1nccs1)c1ccc(-c2ccccc2Cl)o1,nt,nt,nt,-4,109,3,109,-18%,20%
Nc1ccc(CCS(N)(=O)=O)cc1,-11,94,105,3,198,-3,198,16%,7%
CCCCN(C)S(=O)(=O)c1ccc(C(=O)Nc2nnc(-c3cccs3)o2)cc1,-31,35,66,-3,94,5,94,-3%,3%
CC(OC(=O)CN1C(=O)C2CCCCC2C1=O)C(=O)Nc1ncc(Cl)cc1Cl (centres undefined),14,101,88,13,134,-13,134,9%,-6%
COc1ccccc1NC(=O)CN1CCN(CC(=O)Nc2ccc(F)cc2)CC1,15,94,79,nt,nt,nt,nt,-46%,-6%
COc1ccc(N(CC(=O)N2CCN(c3ccccc3)CC2)S(=O)(=O)c2c(C)noc2C)cc1,-5,64,70,-12,166,12,166,-59%,-4%
Cc1ccccc1Cn1c(C(C)O)nc2ccccc21 (centres undefined),10,100,90,-19,154,19,154,-2%,1%
Cc1ccc(CC2CC(=O)N(c3ccc(Cl)cn3)C2=O)cc1 (centres undefined),2,97,95,-10,167,10,167,-4%,-5%
COCCCNC(=O)CN1C(=O)c2ccccc2C1=O,-10,85,95,-2,199,2,199,12%,4%
CCOC(=O)c1sc(/N=C/c2c(C)[nH]n(-c3ccccc3)c2=O)c(C#N)c1C,nt,nt,nt,-5,187,5,187,-25%,-184%
CCc1c(C)nc2ncnn2c1N1CCCC(C(=O)NCc2ccc3c(c2)OCO3)C1 (centres undefined),2,86,84,nt,nt,nt,nt,-48%,0%
Cc1cccc(NC2=NC3(CCCCC3)N=C(N)N2)c1,-3,88,91,6,97,-5,97,nt,nt
O=C(CCCCCn1c(=S)[nH]c2cc3c(cc2c1=O)OCO3)N1CCN(C2CCCCC2)CC1,-31,2,33,-33,108,33,108,-42%,-16%
CCOc1ccc(Cn2c(O)cc(=O)[nH]c2=O)cc1,-7,90,97,-2,76,2,76,nt,nt
C=CCOC(=O)C1=C(C)NC(SCC(=O)N(CC)CC)=C(C#N)C1c1ccccc1 (centres undefined),6,75,69,nt,nt,nt,nt,-46%,-4%
Nc1nc(SCc2ccccc2)ns1,5,97,92,7,149,-7,149,19%,-6%
COc1cccc(CN(CC2CCCO2)S(=O)(=O)c2ccc(S(=O)(=O)NCC3CCCO3)cc2)c1OC (centres undefined),8,91,83,-10,177,10,177,-75%,-4%
CC/C(=N\NC(=O)c1ccc2c(c1)OCO2)C12CC3CC(CC(C3)C1)C2,nt,nt,nt,-2,175,2,175,6%,1%
COc1ccc(NC(=O)C(=O)NCCN2CCN(C(=O)C(c3ccccc3)c3ccccc3)CC2)cc1,nt,nt,nt,1,133,-1,133,-9%,-2%
CN=C1SC(CC(=O)Nc2cccc(C(F)(F)F)c2)C(=O)N1C (centres undefined),3,103,100,-5,163,5,163,-2%,-10%
Cc1csc2nc(CNC(=O)CCC(=O)O)cn12,-7,89,96,nt,nt,nt,nt,-3%,-5%
N#Cc1ccc2ccn(CC(=O)NC3CCCCCC3)c2c1,12,97,85,13,132,-13,132,16%,-3%
Cc1cccc(CN2C(=O)N/C(=C/c3cc(C)n(-c4ccccn4)c3C)C2=O)c1,nt,nt,nt,-2,154,2,154,5%,-7%
CC(C)(C)NC(=O)NC(=O)COC(=O)c1ccco1,0,97,97,nt,nt,nt,nt,0%,4%
CCC(C)N(CC(=O)NCc1ccc(OC)cc1)C(=O)c1csnn1 (centres undefined),9,91,82,-8,108,8,108,6%,-6%
COc1cc2cc(C(c3nnnn3C3CCCC3)N3CCc4ccccc43)c(=O)[nH]c2cc1OC (centres undefined),-8,31,38,0,109,0,109,-48%,-41%
COc1cccc(OCC(=O)N(Cc2nc(-c3ccc(Cl)cc3)no2)C(C)C)c1,23,102,78,-18,61,18,61,-43%,11%
CCCCNC(=S)NNC(=O)c1cccnc1,14,96,82,-2,65,2,65,nt,nt
C(#Cc1ccc(C#CCN2CCOCC2)cc1)CN1CCOCC1,8,95,87,nt,nt,nt,nt,-78%,-3%
Cc1cccc(OCC(=O)N2CCN(C(=O)c3cccs3)CC2)c1,-2,92,95,0,167,1,167,-13%,14%
CC(C)c1cc(C(N)=O)c(NC(=O)c2cccc(COc3ccc(Cl)cc3)c2)s1,nt,nt,nt,-40,179,40,179,13%,-7%
CCc1nnc(NC(=O)CSc2nnnn2-c2cccc(C(=O)OC)c2)s1,11,94,83,-6,139,6,139,-4%,-1%
